EWS-Fli block: inhibitors of EWS/Fli oncoprotein transcriptional activity | 350,000 compounds, 0.67% hits | inhibition, % at 12.6 µM | AID 651661 | A673 NR0B1-luciferase reporter, viability-normalised;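 active = mean inhibition of at least 50% after viability correction, with every replicate also passing that limit; inconclusive = mean reaches 50% but only one of two replicates passes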;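 also: firefly luciferase signal divided by Alamar Blue viability fluorescence both relative to DMSO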
ARNT TACC3 PPI: disruptors of human ARNT/TACC3 interaction; Q9Y6A5; AlphaScreen His-ARNT PAS-B/GST-TACC3 binding, luminescence; TACC3 fragment carries E629A point mutation; inhibition, % at 9.99 µM; 390,000 compounds, 0.66% hits;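 active = mean inhibition of replicates at least 50% and at least half of replicates each reaching 50%; inconclusive = half or more replicates reach 50% but mean below 50%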;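 also: 0% = complete ARNT plus TACC3 wells and 100% = ARNT alone without TACC3; many hits fall short of the cut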
LGR2 antag: blocks bursicon-induced cAMP signaling via Drosophila LGR2; HEK293 LGR2, CRE-luciferase, bursicon-stimulated, 4 h; AID 720647; inhibition, % at 9.99 µM; 380,000 compounds, 0.35% hits;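 active = drop in luminescence signal, shown as inhibition above about 50% in the replicate tests, limit read from the data, passing the limit was not always enough; inconclusive = probably only some replicates passing the limit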;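 also: agonist challenge used bursicon conditioned medium at about half maximal strength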
Casp6 inh: caspase-6 (human) enzyme inhibition | P55212 | purified caspase-6, Z-VEID-R110 cleavage fluorescence | inhibition, % at 12.5 µM | 350,000 compounds, 0.53% hits | AID 686996;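 active = mean inhibition across replicates at least about 35%, with every replicate also reaching that limit, limit read from the data; inconclusive = only one of the two criteria met; inactive = neither criterion met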;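 also: 0% = median of neutral control wells and 100% = no fluorescence left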
Target sequence (P55212 24-179 limits assumed): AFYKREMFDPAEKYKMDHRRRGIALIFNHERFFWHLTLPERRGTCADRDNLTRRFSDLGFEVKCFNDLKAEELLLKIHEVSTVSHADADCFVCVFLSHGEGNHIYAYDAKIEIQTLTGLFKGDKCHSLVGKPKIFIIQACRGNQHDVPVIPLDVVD
Target sequence (P55212 194-293 limits assumed): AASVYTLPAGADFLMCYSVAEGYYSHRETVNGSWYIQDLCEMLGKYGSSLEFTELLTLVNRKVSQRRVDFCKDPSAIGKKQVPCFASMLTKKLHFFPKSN
DENV2 CPE: DENV2-induced cell death inhibition. DENV2-infected cells, cytopathic effect rescue, plate reader. CPE inhibition, % at 9.99 µM. 350,000 compounds, 1.7% hits; in the data active = CPE inhibition above about 20%, passing the limit was not always enough; inconclusive = no clear call, values can overlap the other calls; tested in BHK-21 cells;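 also: 0% = median of neutral control wells and 100% = median of positive control wells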
SIRT5 block: blocks human SIRT5 desuccinylation of peptide; Q9NXA8; Purified SirT5, succinyl-peptide AMC, trypsin-coupled fluorescence; inhibition, % at 15 µM; 330,000 compounds, 1.1% hits; in the data active = inhibition above about 15%; inconclusive = no clear call, values can overlap the other calls
Target sequence (Q9NXA8 whole entry, looked up): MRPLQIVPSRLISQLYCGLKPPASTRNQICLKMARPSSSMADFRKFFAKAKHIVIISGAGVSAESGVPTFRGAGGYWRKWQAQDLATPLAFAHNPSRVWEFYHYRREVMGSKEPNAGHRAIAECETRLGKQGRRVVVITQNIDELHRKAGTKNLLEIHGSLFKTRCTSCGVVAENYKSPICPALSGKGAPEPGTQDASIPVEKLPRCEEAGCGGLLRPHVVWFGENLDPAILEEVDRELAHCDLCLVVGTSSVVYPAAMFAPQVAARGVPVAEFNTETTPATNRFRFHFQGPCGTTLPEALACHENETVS
PAX8 reporter: lowers PAX8-driven luciferase in RMG-I cells | RMG-I TPO-luciferase reporter, SteadyGlo, 24 h | 360,000 compounds, 1.2% hits | inhibition, % at 12.6 µM;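 active = mean replicate inhibition at least 60% with every replicate also reaching 60%; inconclusive = only one of the two criteria is met; inactive = mean below 60% and not all replicates reaching 60%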;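 also: luciferase light reporting Pax8 driven TPO promoter activity; plate controls were median of neutral control wells for no effect and mitoxantrone controls for full effect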
Active calls of the source: *; ? = inconclusive; . = no result given; & = joins results of further samples. Hits appear at their usual frequency, and some 4.9% of all compounds hit somewhere here.

SMILES	EWS-Fli block	ARNT TACC3 PPI	LGR2 antag	Casp6 inh	DENV2 CPE	SIRT5 block	PAX8 reporter
COc1ccc(CCNC(=O)CCC(=O)N2CCOc3ccc(C)cc32)cc1OC	2	-3	0	-1	5	-5	-3
C[C@H](CO)N1C[C@H](C)[C@@H](CN(C)Cc2ccncc2)OCCCC[C@H](C)Oc2ccc(NS(=O)(=O)c3ccc(F)cc3)cc2C1=O	0	0	-5	-1	-6	2	4
CC(C)C(C(=O)NCc1ccccc1)N(CC1CCCO1)C(=O)CNS(=O)(=O)c1ccccc1 (stereo not given)	3	-5	-3	4	8	1	14
COc1ccccc1N(C)S(=O)(=O)c1ccc(C(=O)N2CCC2)cc1	0	.	3	-1	0	1	-13
C=CCOc1cccc(C(=O)N2CCC(CCC(=O)NC3CC3)CC2)c1	10	-10	28	1	-4	-8	-14
CCOc1ccc(S(=O)(=O)N2CCC(C(=O)NCC3CCCO3)CC2)cc1 (stereo not given)	.	-6	1	-1	6	-3	10
CCOc1ccc(C2=CSC3=NCCN23)cc1	6	-1	.	-7	-3	1	-51
Cc1ccc(C(=O)N/C(=C/c2cccnc2)C(=O)O)cc1	-2	-3	10	-2	-3	3	11
Cc1c(OCC(=O)NCCN2CCOCC2)ccc2c(-c3ccccc3)cc(=O)oc12	2	-3	5	-1	-5	-6	-6
CC(C)C(C)(C#N)NC(=O)CSc1nc(C2CCCCC2)n(-c2ccccc2)n1 (stereo not given)	.	-2	6	.	.	.	-8
COc1ccccc1NC(=O)Nc1ccc2c(c1)OC[C@@H](C)N(Cc1ccccc1C(=O)O)C[C@@H](C)[C@H](OC)CN(C)C2=O	3	2	-3	0	-1	-2	.
C/C(=N\Nc1cc(C)nc(NCc2ccccc2)n1)c1ccc([N+](=O)[O-])cc1	0	4	14	1	2	0	4

3 compounds from above, ordered by length of the SMILES, high to low.
SMILES	EWS-Fli block	ARNT TACC3 PPI	LGR2 antag	Casp6 inh	DENV2 CPE	SIRT5 block	PAX8 reporter
CC(C)C(C(=O)NCc1ccccc1)N(CC1CCCO1)C(=O)CNS(=O)(=O)c1ccccc1 (stereo not given)	3	-5	-3	4	8	1	14
CC(C)C(C)(C#N)NC(=O)CSc1nc(C2CCCCC2)n(-c2ccccc2)n1 (stereo not given)	.	-2	6	.	.	.	-8
CCOc1ccc(C2=CSC3=NCCN23)cc1	6	-1	.	-7	-3	1	-51

Further compounds follow:
SMILES	EWS-Fli block	ARNT TACC3 PPI	LGR2 antag	Casp6 inh	DENV2 CPE	SIRT5 block	PAX8 reporter
CCCNC(=O)N1CC2(CN(C(=O)C3CCCCC3)C2)c2c([nH]c3cc(OC)ccc23)[C@@H]1CO	3	.	6	1	0	-3	21
COc1ccc2c3c(n(C)c2c1)[C@H](CO)N(C(=O)c1ccccn1)CC31CN(C(=O)Cc2ccccc2)C1	-3	.	-1	3	2	0	.
CC(C)C#Cc1ccc2c(c1)O[C@H](CN(C)C(=O)Nc1ccccc1)[C@H](C)CN([C@@H](C)CO)S2(=O)=O	21	8	22	1	11	3	5
O=C(c1cc(-c2ccccc2O)on1)N1CCc2ccccc2C1	-7	1	-61	1	13	.	-56
COCCn1nnnc1C(c1ccc(OC)cc1)N1CCN(C(=O)c2ccco2)CC1 (stereo not given)	-1	0	5	-5	1	0	-17
COC(=O)CNC(c1ccccc1)c1cc(Br)ccc1NS(=O)(=O)c1ccc(C)cc1 (stereo not given)	3	2	13	-2	7	-3	20
CCc1nc2ccc(C(=O)N(C)CCCN(C)C)cn2c1N(C)C(=O)C1CCCCC1	2	.	-3	-9	-4	-6	-15
Cc1cc2oc3ccc(NCCC4CCCN4C)cc3c(=O)c2cc1C (stereo not given)	-33	1	-61	-15	-11	.	-105
Cc1oc(-c2ccc(F)cc2)nc1CN1CCCC(C(=O)N2CCOCC2)C1 (stereo not given)	1	2	-11	-3	7	-3	1
O=C(C1CC1)N1CC2(C1)[C@H](c1ccccc1)[C@@H](CO)N2Cc1cncnc1	8	.	-1	0	11	-4	1
O=C(NCCCN1CCCC1)c1cc2c(Cl)nc3ccccc3c2s1	5	.	13	-33	1	0	-12
C/C(=N\NC(=O)c1nnn(-c2nonc2N)c1CSc1ccc(Cl)cc1)c1ccco1	.	18	-8	-5	8	-4	0
COc1ccc(C(CC(=O)N2CCCCC2)c2c(OC)cc(OC)c3c(-c4ccccc4)cc(=O)oc23)cc1 (stereo not given)	-11	-2	2	.	71*	.	-5
COc1cc2c(cc1OC)C(C(=O)Nc1cc(OC)c(OC)c(OC)c1)C(c1cccnc1)N(C)C2=O (stereo not given)	-2	-24	-3	-2	6	6	-3
CCC(=O)N[C@H]1C=C[C@@H](CC(=O)NCC2CCCCC2)O[C@@H]1CO	5	-9	5	4	13	-5	-1
O=C(NCC[C@@H]1CC[C@H](NC(=O)c2cccnc2)[C@@H](CO)O1)Nc1ccc(C(F)(F)F)cc1	-12	.	15	-159	9	3	14
O=C(C[C@H]1CC[C@@H](NC(=O)c2ccncc2)[C@H](CO)O1)NCC1CCCCC1	3	4	-8	0	9	3	1
CN(C)S(=O)(=O)Nc1cc(Cl)cc(Cl)c1	5	-8	-16	0	-8	3	18
Cc1ccc(S(=O)(=O)NC2CCCCC2)c(C)c1NS(C)(=O)=O	-9	.	20	2	-5	4	-3
COC(=O)C1=C(C)NC(C)=C(C(=O)OC)C1C(=O)OCc1nnc(-c2ccccc2Cl)o1	4	2	-3	3	0	-11	9
COc1ccccc1N/C=C1/Sc2cc(Cl)ccc2NC1=O	-26	.	-18	2	5	-1	10
Fc1ccc(OCc2nc(-c3ccncc3)n[nH]2)cc1	3	0	7	-2	3	-3	-22
COc1ccc(OCCNS(=O)(=O)c2cccc([N+](=O)[O-])c2)cc1	15	-2	13	0	2	-9	-1
Cc1cc(=O)oc2c3c(cc(OCC(=O)NCc4cccnc4)c12)OC(C)(C)CC3	15	7	-23	-4	-12	-24	.
Cc1ccc(NC(=O)NC2CCCCC2)c(C)c1	-18	-1	.	-1	11	.	44
CCc1nc(Sc2nnnn2-c2ccccc2)c2c3c(sc2n1)CCCC3	-3	-5	55*	-3	-10	-5	20
O=c1[nH]c2ccc(NS(=O)(=O)c3ccc4ccccc4c3)cc2[nH]1	11	-4	-2	-2	-1	1	13
CCOC(=O)c1ccc(N2C(=O)Cc3ccccc3C2=O)cc1	-4	.	13	29	-4	.	5
CN1OC[C@@H]2CN(Cc3cc(Cl)cc(Cl)c3)[C@H](c3cccc(Oc4ccccc4)c3)C[C@@H]21	20	2	36	0	1	-2	-12
C[C@@H]1CN([C@H](C)CO)C(=O)Cc2cc(NC(=O)C3CC3)ccc2O[C@H]1CN(C)Cc1ccc2c(c1)OCO2	7	-2	-1	1	0	-2	4
CO[C@@H]1CN(C)C(=O)c2ccc(NS(C)(=O)=O)cc2OC[C@@H](C)N(CCC(F)(F)F)C[C@@H]1C	3	-3	0	0	-3	-1	-6
O=C(NCc1ccc(F)cc1)c1ccc(Cl)c(NC2=NC3CS(=O)(=O)CC3S2)c1 (stereo not given)	0	10	8	-2	.	-6	-9
CCOC1=C2CN(S(=O)(=O)c3ccc(C)cc3)[C@@H](c3cccs3)C[C@H]2[C@H]2C(=O)N(c3ccccc3)C(=O)[C@H]2C1	-3	.	5	-1	-3	4	-20
O=C(N[C@H]1CC[C@H](CC(=O)N2CCc3ccccc3C2)O[C@H]1CO)C1CCC1	3	-30	3	5	2	2	-14
COc1ccc(NC(=O)Nc2cccc3c2O[C@H](CN(C)CC2CCCCC2)[C@H](C)CN([C@H](C)CO)C3=O)cc1	0	0	11	-1	6	4	.
CO[C@H](CN(C)C(=O)c1cnccn1)[C@@H](C)CN([C@H](C)CO)S(=O)(=O)c1ccc(C)cc1	-4	1	19	-1	2	-6	.
O=C1/C(=C\c2ccc([N+](=O)[O-])cc2)CCc2ccccc21	28	3	-1	2	14	-3	-66
C[C@@H]1CN([C@@H](C)CO)C(=O)c2cc(NC(=O)c3ccccc3)ccc2O[C@@H](C)CCCCO[C@@H]1CN(C)C(=O)CCC(F)(F)F	-7	-8	-1	2	29*	3	-7
COc1ccc(CNC(=O)C2CSC(c3ccc(OC)cc3)N2C(C)=O)cc1 (stereo not given)	-1	-1	0	-1	-3	.	5
CCOC1=C2CN(S(=O)(=O)c3ccc(C)cc3)C(c3cccc(Cl)c3)CC2N(S(=O)(=O)c2ccc(Cl)cc2)C(c2ccccc2)C1 (stereo not given)	0	.	11	-2	32*	-2	2
O=C(CCC1CCCC1)N=C1SC2CS(=O)(=O)CC2N1c1ccccc1F (stereo not given)	0	-6	-11	0	-1	-5	4
COc1ccc(S(=O)(=O)N2CCN(C(=O)c3c(C)nn(-c4ccccc4)c3C)CC2)cc1	2	.	2	1	-2	0	-3
N#C[C@@H]1[C@@H](c2ccccc2)[C@H](CO)N1C(=O)c1cccnc1	5	-29	-5	0	6	5	-19
Cc1ccsc1C(C(=O)NC(C)(C)C)N(C(=O)c1csnn1)c1ccccc1 (stereo not given)	-5	4	18	-2	8	-3	0
COC(=O)c1sccc1NC(=S)N1CCN(c2ccccc2F)CC1	.	-15	12	.	.	.	7
O=C(c1ccco1)N1CCN(C(=O)c2ccc(CS(=O)c3ccc(Br)cc3)o2)CC1 (stereo not given)	-8	.	10	-2	-1	-2	-14
N/C(=N\OC(=O)Cc1ccc(-c2ccccc2)cc1)c1ccncc1	-1	1	20	-3	12	-8	-16
CC1(Cc2ccc(F)cc2)C(=O)Nc2c(Cl)cccc21 (stereo not given)	1	.	-4	1	-7	7	2

Molecules above that contain a nitro group on carbon (3):
SMILES	EWS-Fli block	ARNT TACC3 PPI	LGR2 antag	Casp6 inh	DENV2 CPE	SIRT5 block	PAX8 reporter
C/C(=N\Nc1cc(C)nc(NCc2ccccc2)n1)c1ccc([N+](=O)[O-])cc1	0	4	14	1	2	0	4
COc1ccc(OCCNS(=O)(=O)c2cccc([N+](=O)[O-])c2)cc1	15	-2	13	0	2	-9	-1
O=C1/C(=C\c2ccc([N+](=O)[O-])cc2)CCc2ccccc21	28	3	-1	2	14	-3	-66

(continued)
SMILES	EWS-Fli block	ARNT TACC3 PPI	LGR2 antag	Casp6 inh	DENV2 CPE	SIRT5 block	PAX8 reporter
C[C@H](CO)N1C[C@H](C)[C@@H](CN(C)S(=O)(=O)c2cn(C)cn2)Oc2ccc(NC(=O)CCCN(C)C)cc2C1=O	2	-5	9	6	-3	3	.
C[C@H](CO)N1C[C@H](C)[C@H](CN(C)S(=O)(=O)c2ccc(C#N)cc2)Oc2ncc(C#Cc3ccc(C(F)(F)F)cc3)cc2C1=O	.	.	17	3	-2	27*	74*
COc1cc(/C=C(/C#N)C(=O)NC(C)c2ccccc2)cc(OC)c1O (stereo not given)	-2	.	17	0	4	2	-20
Cc1nc(-c2cccc(NC(=O)c3ccco3)c2)cs1	.	.	-6	0	5	-3	-38
Cc1cccc(S(=O)(=O)N[C@H]2CC[C@H](CCNS(=O)(=O)c3ccccc3F)O[C@H]2CO)c1	-6	12	2	4	1	0	2
CCCNC(=O)N1CC2(C1)[C@H](c1ccccc1)[C@@H](CO)N2Cc1ccc(F)cc1	2	.	5	-5	-6	-8	3
C[C@@H]1CCCCO[C@@H](CN(C)Cc2ccc(Cl)c(Cl)c2)[C@H](C)CN([C@@H](C)CO)C(=O)c2cc(N(C)C)ccc2O1	-20	.	-6	0	-1	7	-43
O=C(N[C@@H]1CC[C@H](CCNS(=O)(=O)c2ccc(Cl)cc2)O[C@@H]1CO)c1cccc(F)c1	10	-6	-8	-4	-4	-3	-2
C[C@H](CO)N1C[C@H](C)[C@@H](CN(C)Cc2ccccc2)Oc2c(NC(=O)c3ccncc3)cccc2C1=O	-3&6	32&8	3&9	-1	16&14	8&-3	10
O=C(NNC(=O)c1ccccc1OCc1ccc(F)cc1)c1ccccc1O	-33	0	6	-1	2	0	.
CCOC(=O)Cn1c(CN2CC(C)OC(C)C2)nc2c1c(=O)n(C)c(=O)n2C (stereo not given)	5	0	-21	1	-2	0	-1
COc1ccccc1N(CC(=O)NC(C)(C)C)S(=O)(=O)c1cccs1	5	-1	8	1	?	-4	15
CO[C@@H]1CC[C@@H]2CCOc3ccc(C#N)cc3C(=O)N(C)C[C@H](C)C(=O)N(C)C[C@H]1O2	-10	-1	-13	.	8	-2	5
